# Tb PFK inh: qHTS Assay to Find Inhibitors of T. brucei phosphofructokinase. T. brucei PFK, ADP-Glo luminescence. Potency, µM (doses to about 57.5 µM), without a hit: at the top dose activity, negative = inhibition, most hits filed as inhibitors. 330,000 compounds, 0.17% hits. AID 485367, 2010;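 note: potency is the fitted concentration of half-maximal effect; 0% = uninhibited 1x PFK enzyme wells and -100% = no-enzyme wells; nearly all actives have a fitted effect of over 60% in size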
#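 In TEA buffer at pH 8.0 with 5 mM MgCl2, enzyme (1.25 nM) converted F6P (0.5 mM) and ATP (0.1 mM) for 45 min at room temperature. ADP product was read by luciferase luminescence.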
# TRPV1 ag: HTS Assay for Compounds that Act as Agonists of the Vanilloid Receptor 1. activation, % at 8.33 µM. TRPV1-expressing cells, Fluo-8 calcium influx, agonist mode. AID 540275, 2011. 320,000 compounds, 0.19% hits; in the data active = activation above about 80%; inconclusive = between about 30% and that limit; note: 0% is about no effect
# Target sequence (Q8NER1 whole entry, looked up): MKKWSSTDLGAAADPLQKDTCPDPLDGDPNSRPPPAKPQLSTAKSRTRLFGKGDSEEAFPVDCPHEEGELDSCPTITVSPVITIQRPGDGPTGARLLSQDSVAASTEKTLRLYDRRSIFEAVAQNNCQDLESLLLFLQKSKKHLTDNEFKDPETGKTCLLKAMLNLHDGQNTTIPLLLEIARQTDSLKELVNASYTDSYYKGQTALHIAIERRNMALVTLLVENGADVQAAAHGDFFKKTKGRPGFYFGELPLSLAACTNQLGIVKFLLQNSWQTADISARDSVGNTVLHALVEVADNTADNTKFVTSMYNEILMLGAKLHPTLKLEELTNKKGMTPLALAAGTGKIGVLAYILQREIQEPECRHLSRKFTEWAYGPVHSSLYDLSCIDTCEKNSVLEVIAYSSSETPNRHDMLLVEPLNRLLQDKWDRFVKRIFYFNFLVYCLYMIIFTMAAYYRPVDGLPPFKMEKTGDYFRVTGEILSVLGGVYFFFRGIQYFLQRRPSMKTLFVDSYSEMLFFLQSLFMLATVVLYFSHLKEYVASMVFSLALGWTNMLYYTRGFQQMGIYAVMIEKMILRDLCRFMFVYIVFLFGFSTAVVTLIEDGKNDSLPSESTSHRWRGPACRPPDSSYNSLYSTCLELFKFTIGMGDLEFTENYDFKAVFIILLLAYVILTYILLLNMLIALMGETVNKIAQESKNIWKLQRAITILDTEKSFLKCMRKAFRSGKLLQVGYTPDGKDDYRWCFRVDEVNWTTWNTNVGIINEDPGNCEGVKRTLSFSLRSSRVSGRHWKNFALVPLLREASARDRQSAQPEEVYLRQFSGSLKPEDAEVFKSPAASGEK
#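 Cells expressing TRPV1 were dye-loaded with Fluo-8 and read kinetically: 10 s baseline, 3 min after compound (agonist portion), then 2 min after EC20 capsaicin (allosteric enhancer portion). Calcium-bound dye fluorescence at 480/520 nm.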
# BRCA1 expr act: qHTS Assay to Identify Small Molecule Activators of BRCA1 Expression | MCF7-BRCA1-FFLuc reporter, luminescence, 48 h; response scale: scaled: vehicle 0%, 10 µM genistein 100% | Potency, µM (series often up to 46.1 µM), without a hit: top-dose activation, most hits filed as activators | 380,000 compounds, 1.1% hits | AID 624202, 2012; note: potency is the fitted concentration of half-maximal effect; nearly all actives have a fitted effect of over 80% in size; some results filed as inactive show a strong effect at the top dose
#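 Reporter cells (MCF7, BRCA1 promoter-firefly luciferase) received library compounds across a concentration series for 48 h. End-point luminescence was measured and concentration-effect curves derived after normalization.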
# NPC1 promoter act: qHTS Assay for NPC1 Promoter Activators | Potency, µM (series often up to 9.22 µM), for the others: at the highest dose activation, hits mostly activators | 320,000 compounds, 2.4% hits | Huh7 NPC1 promoter luciferase reporter, 24 h;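 note: potency is the fitted concentration of half-maximal effect; % of control where 0% means no effect; nearly all actives have a fitted effect of over 60% in size; reporter is driven by a mutant NPC1 promoter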
#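 NPC1 promoter–luciferase Huh7 cells; 24 h compound; luminescence.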
# RORgamma inh: qHTS for inhibitors of ROR gamma transcriptional activity | Drosophila S2 Gal4-RORgamma UAS-luciferase reporter, 20 h | Potency, µM (doses to about 53.6 µM), inactives show top-dose activity change, negative = inhibition, hits mostly inhibitors | 310,000 compounds, 5.4% hits | AID 2551, 2010; note: potency is the fitted concentration of half-maximal effect; % is set by controls: 0 for no effect and ±100 for the full control effect; nearly all actives have a fitted effect of over 60% in size
#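 Compounds are pin-transferred onto Drosophila Schneider cells expressing a copper-inducible Gal4–ROR gamma transactivation domain fusion. After 1 hr, copper sulfate is added to 700 uM final; luciferase is read 20 hr later.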
# Rab9 promoter act: qHTS Assay for Rab9 Promoter Activators; Huh7 Rab9 promoter-luciferase reporter, luminescence, 24 h; Potency, µM (titrated, usually from 9.22 µM), inactives show at the highest dose activation, negative = inhibition, actives largely listed as activators; 320,000 compounds, 2.8% hits; AID 485297, 2010; note: potency is the fitted concentration of half-maximal effect; % of control where 0% means no effect; nearly all actives have a fitted effect of over 60% in size
#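 Using Huh7 cells stably transfected with Rab9 promoter–luciferase, compounds were incubated 24 h at 37 °C, 5% CO2; luciferase luminescence was read 10 min after reagent addition.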
# ELG1 repair inh: qHTS screen for small molecules that inhibit ELG1-dependent DNA repair in human embryonic kidney (HEK293T) cells expressing luciferase-tagged ELG1; HEK293T ELG1-luciferase reporter, luminescence, 16 h; DNA damage induced by 5-fluorouridine; 330,000 compounds, 2.3% hits; AID 504467, 2011; Potency, µM (top dose mostly 46.1 µM), for the others: top-dose activity change, negative = inhibition, usual class: inhibitors; note: potency is the fitted concentration of half-maximal effect; % is set by controls: 0 for no effect and ±100 for the full control effect; nearly all actives have a fitted effect of over 55% in size
#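 Overnight (16 hr) co-exposure of 2,000 cells/well to 5-fluorouridine and compound at 37 °C preceded detection. Luciferase was quantified via ONE-Glo luminescence; loss of signal denotes inhibition.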
# FLuc modulator: qHTS profiling assay for firefly luciferase inhibitor/activator using purifed enzyme and Km concentrations of substrates (counterscreen for miR-21 project). Potency, µM (top dose mostly 57.5 µM), without a hit: top-dose activity change, negative = inhibition, usual class: inhibitors. purified FLuc, Km substrates, luminescence inhibition. 360,000 compounds, 6.9% hits. Luciferin 4-monooxygenase (Photinus pyralis), P08659;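 note: potency is the fitted concentration of half-maximal effect; plate controls were vehicle for no effect and reference inhibitor for full effect; nearly all actives have a fitted effect of over 55% in size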
#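 Purified P. pyralis luciferase (10nM final) with 10uM D-luciferin and 10uM ATP (Km levels) in 50mM Tris acetate pH 7.5, 10mM Mg acetate, 0.01% Tween-20, 0.05% BSA; qHTS 6-point titration, ~60 µM downward; luminescence read.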
# ELG1 genotoxic: qHTS screen for small molecules that induce genotoxicity in human embryonic kidney (HEK293T) cells expressing luciferase-tagged ELG1 | HEK293T ELG1-luciferase reporter, luminescence, 16 h | Potency, µM (highest dose often 46 µM), without a hit: top-dose activity change, positive = activation, most hits filed as activators | 330,000 compounds, 1.3% hits | AID 504466, 2011; note: potency is the fitted concentration of half-maximal effect; % of control where 0% means no effect; nearly all actives have a fitted effect of over 60% in size
#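 ELG1-luciferase HEK293T cells, 2,000/well; compound pinned in; 16 hr, 37 °C, 5% CO2; ONE-Glo, 30 min RT; luminescence on CCD imager.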
# p53 reactivator: qHTS assay for re-activators of p53 using a Luc reporter; H1299 p53-A138V BP100-luciferase reporter, luminescence, 24 h; Potency, µM (doses to about 92.2 µM), for inactives: at the top dose activity change, positive = activation, most hits filed as activators; 320,000 compounds, 0.063% hits; AID 504706, 2011; note: potency is the fitted concentration of half-maximal effect; % of control where 0% means no effect; nearly all actives have a fitted effect of over 45% in size
#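 H1299 (p53-null), stable ts p53-A138V + BP100-Luc; 1000 cells/well, Opti-MEM/10% FBS; cpd 4 pt, 1:5; 24 h, 37 deg C, 5% CO2; detection reagent 10 min RT; luminescence.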
# Gal4-VP16 FLuc: VP16 counterscreen qHTS for inhibitors of ROR gamma transcriptional activity; Drosophila S2 Gal4-VP16 UAS-luciferase, luminescence, 20 h; Potency, µM (titrated, usually from 53.6 µM), for the others: at the top dose activity, negative = inhibition, most hits filed as inhibitors; 310,000 compounds, 3.5% hits; AID 2546, 2010;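 note: Gal4-VP16 expression switched on by copper sulfate through the metallothionein promoter; potency is the fitted concentration of half-maximal effect; % is set by controls: 0 for no effect and ±100 for the full control effect; nearly all actives have a fitted effect of over 50% in size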
# An asterisk follows results filed as active; ? = inconclusive; . = not tested or not shown; [ ] = dose if it differs, or a comment. Unless noted, calls come from the whole dose curve; as a rule, active = well fitted curve in the direction sought with a large enough effect; inconclusive = small, poorly fitted or top-dose-only effect, or another doubt; inactive = no such curve, though single readings can be large; an effect the other way counts as inactive or inconclusive.
SMILES	ELG1 repair inh	BRCA1 expr act	ELG1 genotoxic	NPC1 promoter act	RORgamma inh	FLuc modulator	p53 reactivator	Gal4-VP16 FLuc	Rab9 promoter act	Tb PFK inh	TRPV1 ag
O=C(CN1C(=O)CSc2ccc(S(=O)(=O)N3CCOCC3)cc21)NCc1ccc(Cl)cc1	-2%	-28%	1%[9.26 µM]	0%	13%	-5%	-5%	-1%	-1%	-2%	2
Cc1ccc(Nc2ncnc3c2cnn3C)cc1	?	25%	16%	4%	7%	-22%	?	-18%	15%	-10%	?
O=C(COCc1nc2ccccc2c(=O)[nH]1)NC1CCCC1	12%	0%	-5%	-3%	3%	8%	5%	-1%	8%	7%	-2
CCOc1ccc(S(=O)(=O)Nc2cccc(C(=O)NCC(C)(C)N3CCOCC3)c2)cc1	-7%	-11%	-5%	0%	.	5%	-2%	.	0%	-6%	-1
COc1ccc(C2Nc3ccccc3C(=O)N2Cc2ccccc2)cc1COc1ccccn1 (centres undefined)	?	-10%	-3%	-1%	-3%	-5%	-6%	-11%	-3%	1%	-2
COc1ccccc1OCC(=O)N1CCCC(Nc2ccc(F)c(F)c2)C1 (centres undefined)	11%	-10%	-10%	-2%	1%	4%	-12%	-4%	-4%	1%	?
Cc1cc(C)n(Cc2cc(C(=O)O)c3ccccc3n2)n1	16%	9%	2%	1%	0%	-1%	0%	1%	-3%	0%	3
S=c1[nH]cnc2scc(-c3ccccc3)c12	-1%	-12%	-3%	-10%	0.5µM*	-2%	1%	0.5µM*	2%	-1%	-2
CCOC(=O)c1ccc(N=C2S/C(=C\c3cc(C)n(-c4cccnc4)c3C)C(=O)N2C)cc1	11%	0%	-1%	-2%	3%	3%	6%	8%	1%	5%	-2
Cc1ccc(C(=O)/C=C/c2ccccc2)o1	?	-4%	-1%	-4%	-66%	2.4µM*	?	14%	-4%	8%	?
CN(C(=S)Nc1ccc(SC(F)F)cc1)C(c1ccccc1)c1ccccc1	?	-58%	-9%	-2%	?	-2%	13%	?	-7%	-3%	8
ClCC1NCC(c2ccccc2Cl)c2c1[nH]c1ccccc21 (centres undefined)	-9%	-45%	-1%	0%	-8%	-7%	8%	-4%	-4%	-1%	0

# Other structures:
SMILES	ELG1 repair inh	BRCA1 expr act	ELG1 genotoxic	NPC1 promoter act	RORgamma inh	FLuc modulator	p53 reactivator	Gal4-VP16 FLuc	Rab9 promoter act	Tb PFK inh	TRPV1 ag
O=C(CSc1ccsc1[N+](=O)[O-])NCc1ccccc1	?	?	8%	22%	42%	?	8%	13%	?	-28%	8
COc1ccc(Cl)cc1NC(=O)CN1CCCC1	13%	4%	1%	-6%	31%	-1%	1%	6%	-5%	3%	1
COC(=O)c1cc(OC)c(OC)cc1NC(=O)C1CCC(=O)N1S(=O)(=O)c1ccc(C)cc1 (centres undefined)	-17%	-4%	17%	-3%	-36%	6%	-20%	-2%	1%	21%	8
CN(C)c1cccc(N=C2C=C(N3CCOCC3)CC(C)(C)C2)c1	16%	0%	-1%	-3%	-2%	-2%	-20%	-8%	-2%	0%	1
COC(=O)c1nnn(-c2nonc2N)c1CSc1nnc(C)s1	?	13%	22%	0%	16%	2%	-3%	-2%	0%	0%	-3
COCCCn1c(C)nnc1SCC(=O)Nc1cccc(C)c1	0%	-17%	1%	-1%	12%	-2%	11%	6%	6%	1%	3
CC(C)C(=O)N1CCN(c2ccc(NC(=O)c3ccc([N+](=O)[O-])o3)cc2)CC1	?	-82%	-3%	-5%	-6%	-8%	-13%	?	-14%	0%	2
CCn1nc(NC(=O)CC(C)C)c2cc3cccc(C)c3nc21	14%	0%	-3%	-8%	-28%	1%	-1%	-14%	0%	7%	?
COCCN(CCOC)C(=O)c1ccc(NS(=O)(=O)c2ccc3c(c2)OCCO3)cc1	6%	-8%	0%	-2%	8%	-1%	-2%	3%	1%	-10%	0
COc1ccc(C(=O)NCCC2=CCCCC2)cc1[N+](=O)[O-]	?	61%	5%	3%	?	-11%	9%	1%	-1%	-2%	88*
CCCCn1c(N)c(N(CC(C)C)C(=O)CN2C(=O)NC3(CC(C)CC(C)(C)C3)C2=O)c(=O)[nH]c1=O (centres undefined)	0%	-13%	-5%	-3%	.	0%	1%	.	1%	1%	2
O=C(Nc1nc(-c2ccccc2)ns1)c1cccs1	?	60%	3%	?	10%	15µM*	?	3%	?	-1%	?

# 7 entries from above, sorted by formula weight, descending:
SMILES	ELG1 repair inh	BRCA1 expr act	ELG1 genotoxic	NPC1 promoter act	RORgamma inh	FLuc modulator	p53 reactivator	Gal4-VP16 FLuc	Rab9 promoter act	Tb PFK inh	TRPV1 ag
CCCCn1c(N)c(N(CC(C)C)C(=O)CN2C(=O)NC3(CC(C)CC(C)(C)C3)C2=O)c(=O)[nH]c1=O (centres undefined)	0%	-13%	-5%	-3%	.	0%	1%	.	1%	1%	2
COC(=O)c1cc(OC)c(OC)cc1NC(=O)C1CCC(=O)N1S(=O)(=O)c1ccc(C)cc1 (centres undefined)	-17%	-4%	17%	-3%	-36%	6%	-20%	-2%	1%	21%	8
CN(C)c1cccc(N=C2C=C(N3CCOCC3)CC(C)(C)C2)c1	16%	0%	-1%	-3%	-2%	-2%	-20%	-8%	-2%	0%	1
CCn1nc(NC(=O)CC(C)C)c2cc3cccc(C)c3nc21	14%	0%	-3%	-8%	-28%	1%	-1%	-14%	0%	7%	?
O=C(CSc1ccsc1[N+](=O)[O-])NCc1ccccc1	?	?	8%	22%	42%	?	8%	13%	?	-28%	8
COc1ccc(C(=O)NCCC2=CCCCC2)cc1[N+](=O)[O-]	?	61%	5%	3%	?	-11%	9%	1%	-1%	-2%	88*
O=C(Nc1nc(-c2ccccc2)ns1)c1cccs1	?	60%	3%	?	10%	15µM*	?	3%	?	-1%	?

# Other structures.
SMILES	ELG1 repair inh	BRCA1 expr act	ELG1 genotoxic	NPC1 promoter act	RORgamma inh	FLuc modulator	p53 reactivator	Gal4-VP16 FLuc	Rab9 promoter act	Tb PFK inh	TRPV1 ag
FC(F)(F)c1ccc(N2CCOCC2)c(NC2=NCCCCC2)c1	-2%	4%	-3%	-2%	-15%[10 µM]	3%	-4%	-4%	-5%	2%	0
COc1cccc(NC(=O)CSc2nnc(Cc3ccc(OC)c(OC)c3)o2)c1	5%	-14%	7%	-1%	-9%	-1%	-2%	10%	-1%	-5%	3
Cc1ccc(NC(=S)NC(=O)/C=C/c2ccco2)c(O)c1	-2%	18%	6%	-3%	8.9µM*	?	6%	?	13%	7%	0
COC(=O)C1CCN(C(=O)/C=C/c2ccccc2)CC1	?	102%	14%	1.4µM*	-7%	?	?	3%	1µM*	-5%	14
CCC(C)(C)NC(=O)C(c1ccc(OC)cc1)N(Cc1ccco1)C(=O)CCC(=O)Nc1cc(C)on1 (centres undefined)	?	10%	-4%	-5%	?	7%	1%	-7%	1%	0%	8
CC(C)(C)c1ccc(C(=O)N/C(=C\c2ccco2)C(=O)O)cc1	11%	0%	0%	-6%	0%	?	2%	-8%	-6%	8%	1
CN(Cc1ccc2c(c1)OCO2)C(=O)c1cc(-c2ccccc2)c(N2CCOCC2)s1	?	-17%	-4%	1%	.	-1%	-3%	.	2%	-5%	14
Cc1nc2ccc(S(=O)(=O)NCC(=O)N3CCC(C)CC3)cc2s1	-19%	5%	2%	2%	14%	9%	5%	5%	1%	4%	5
COn1c(-c2ccc(Cl)cc2)nc2ccc(Cl)cc21	?	53%	10%	30%	-18%	9.5µM*	?	26%	?	1%	8
COc1ccc2nc(NC(=O)CSc3ccccc3)sc2c1	?	10µM*	?	17%	1.6µM*	17µM*	18%	-14%	13%	2%	2
C=CC(=O)Nc1cccc(Oc2ncnc3[nH]cc(-c4cnc5ccccc5c4)c23)c1	7.3µM*	-14%	-8%	.	.	.	0%	.	.	-1%	.
O=C(NCCc1ccccc1)Nc1ccc2c(c1)OCO2	?	?	?	2.5µM*	-21%	11µM*	2%	-22%	1.4µM*	-19%	22
